# SR-BI uptake up – activators of SR-BI mediated HDL lipid uptake. activation, % at 12.5 µM. CHO ldlA[mSR-BI] cells, DiI-HDL uptake fluorescence, 3 h; 100 = double the neutral-control signal. AID 504775. actives 0.096% (n = 320,000);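 active means mean replicate activation of at least 60% and every replicate at or above 60%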;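 further: 0% = median plate neutral-control signal and 100% = twice that signal; values of inactives mirror those of a sister screen read the other way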
#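 System: CHO ldlA[mSR-BI] cells / Medium: HEPES-buffered (25 mM, pH 7.4) F12 plus 0.5% BSA / Probe or stimulus: labelled HDL, 10 µg/mL / Doses: single compound concentration, delivered by pin transfer / Schedule: 3 h, 37 °C / Measured by: DiI fluorescence, bottom read / Measure: cell-associated DiI fluorescence as measure of HDL uptake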
# Keap1 Nrf2 FP – Keap1-Nrf2 (human) interaction inhibition. Q14145. Keap1 Kelch-Nrf2 peptide fluorescence polarization, 1536-well. inhibition, % at 9.4 µM. actives 0.15% (n = 340,000); in the data active means inhibition above about 12%;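 further: human Keap1 Kelch domain with fluorescein labeled Nrf2 9mer peptide probe; 0% = neutral control wells and 100% = peptide positive control; higher means more block of Keap1 binding to Nrf2 peptide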
# Target sequence (Q14145 whole entry, looked up, the tested form may be a part): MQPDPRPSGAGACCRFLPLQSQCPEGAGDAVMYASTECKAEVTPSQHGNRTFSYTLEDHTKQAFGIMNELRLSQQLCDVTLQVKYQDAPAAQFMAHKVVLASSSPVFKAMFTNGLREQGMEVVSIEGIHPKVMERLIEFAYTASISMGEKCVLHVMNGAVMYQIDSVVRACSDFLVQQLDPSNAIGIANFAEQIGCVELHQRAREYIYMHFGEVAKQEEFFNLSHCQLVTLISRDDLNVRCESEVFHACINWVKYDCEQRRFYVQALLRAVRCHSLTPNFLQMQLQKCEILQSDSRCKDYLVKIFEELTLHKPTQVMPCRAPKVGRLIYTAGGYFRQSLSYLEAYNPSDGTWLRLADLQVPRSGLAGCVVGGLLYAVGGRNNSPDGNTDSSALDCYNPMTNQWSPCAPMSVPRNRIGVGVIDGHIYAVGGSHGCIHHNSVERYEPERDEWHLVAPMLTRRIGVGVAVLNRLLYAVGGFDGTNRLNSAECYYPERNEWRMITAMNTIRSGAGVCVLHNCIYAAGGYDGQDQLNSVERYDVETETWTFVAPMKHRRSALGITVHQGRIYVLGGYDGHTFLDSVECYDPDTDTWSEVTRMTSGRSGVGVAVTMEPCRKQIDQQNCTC
# DAGLB inhibitor – diacylglycerol lipase beta (human) inhibition | AID 504411 | inhibition, % at 5.17 µM | Q8NCG7 | HEK293T DAGLB membrane lysate, EnzChek fluorogenic substrate | actives 0.059% (n = 340,000); in the data active means inhibition above about 34%;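 further: 0% = enzyme with vehicle and 100% = wells lacking enzyme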
# CAL PDZ FP-1 – CAL PDZ (human) peptide binding inhibition. actives 0.92% (n = 300,000). purified CAL PDZ, TMR-peptide fluorescence polarization, 1 h. inhibition, % at 24.9 µM. AID 602252;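 active means mean inhibition of at least 30% with at least half of replicates also reaching 30%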;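 further: 0% = DMSO neutral control and 100% = excess unlabeled competitor peptide PRC23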
# RTF Ca sens inh – cardiac RTF calcium desensitization; AID 493244; actives 0.12% (n = 340,000); IANBD-labeled cardiac RTF, Ca2+ fluorescence; inhibition, % at 7.15 µM; P19429+P45379;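 active means inhibition above the mean inhibition of all tested compounds plus 3 SD, cut at about 17% in these data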;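 further: assay run at fixed EC70 calcium of 1.6 mM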
# RTF Ca sens act – increases calcium sensitivity of human cardiac regulated thin filaments. P19429+P45379. IANBD-labeled TnC RTF fluorescence at EC20 calcium; 0% EC20 calcium, 100% full calcium. activation, % at 7.2 µM. actives 0.24% (n = 340,000). AID 493008;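 active means activation above the mean over all tested compounds plus 3 SD, cut at about 30% in these data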;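 further: rise in fluorescence read as greater calcium sensitivity of cardiac thin filaments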
# LANA DNA inh – KSHV C-LANA DNA binding inhibition; MBP-C-LANA/FAM-LBS DNA binding, fluorescence polarization; inhibition, % at 9 µM; actives 0.078% (n = 340,000);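 active means highest replicate inhibition at or above 60% at 9 µM, even if other replicates fall short; inactive means all replicates below 60% inhibition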;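 further: 0% = neutral control wells and 100% = 4 µM acridine orange control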
# CAL PDZ FP-2 – human CAL PDZ-peptide interaction inhibition; inhibition, % at 20 µM; Q9HD26; actives 0.02% (n = 330,000); purified CAL PDZ, TMR-peptide fluorescence polarization, 1 h; AID 504414;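 active means highest replicate inhibition of at least 40%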;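 further: plate controls were DMSO neutral control wells for no effect and unlabeled competitor peptide control wells for full effect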
#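 Assay system – tagged CAL PDZ protein CerCALP, purified · Timing – 1 h at RT · Compound – single point, 20 µM · Measured by – fluorescence polarization from S- and P-plane intensities, G-factor corrected · Evaluation – inhibition from polarization loss · Probe or stimulus – TMR reporter peptide T*-PRC34 · Buffer or medium – pH 7.4 phosphate-saline buffer, reducing agent, detergent, IgG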
# PKA-R2B activ – activates the human PKA-R2B holoenzyme complex; activation, % at 11.4 µM; actives 0.079% (n = 340,000); AID 504700; P22694+P31323; PKA-R2B holoenzyme dissociation, Cy5-IP20 fluorescence polarization; R2B truncated from residue 108, S112A mutant; 0% DMSO only, 100% 113 µM cGMP;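 active means activation above a cutoff set at the mean over all compounds plus 3 SD, cut at about 18% in these data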;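 further: higher means more holoenzyme dissociation and a rise in polarization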
# Target sequence (P31323 whole entry, looked up, other chains not shown, the tested form may be a part): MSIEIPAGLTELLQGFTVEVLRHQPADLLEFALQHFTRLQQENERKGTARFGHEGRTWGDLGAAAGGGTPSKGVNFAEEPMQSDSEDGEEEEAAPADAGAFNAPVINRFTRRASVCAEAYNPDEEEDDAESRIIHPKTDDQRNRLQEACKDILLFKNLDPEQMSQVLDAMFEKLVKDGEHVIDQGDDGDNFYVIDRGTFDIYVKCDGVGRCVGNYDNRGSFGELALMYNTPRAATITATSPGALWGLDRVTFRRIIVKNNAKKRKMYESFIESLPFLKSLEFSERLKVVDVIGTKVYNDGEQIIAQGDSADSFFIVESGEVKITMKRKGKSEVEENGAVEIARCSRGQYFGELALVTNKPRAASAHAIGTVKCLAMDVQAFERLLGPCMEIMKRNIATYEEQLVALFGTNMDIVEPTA
# Rtt109 HAT inh – blocks Candida albicans Rtt109/Vps75 acetyltransferase activity; actives 0.16% (n = 330,000); purified Rtt109/Vps75, ThioGlo CoA-SH fluorescence, 4 h; Q5AAJ8; inhibition, % at 34.9 µM;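 active means inhibition of at least 50% in every replicate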
# Active calls of the source: *; / = no result given; & = joins results of further samples.
SMILES,SR-BI uptake up,Keap1 Nrf2 FP,DAGLB inhibitor,CAL PDZ FP-1,RTF Ca sens inh,RTF Ca sens act,LANA DNA inh,CAL PDZ FP-2,PKA-R2B activ,Rtt109 HAT inh
Cc1cc(NC(=O)C(C)SCC(=O)O)no1 (stereo unspecified),25,-1,-2,-2,10,-4,0.1,-0.3,-8,-2
CCC(=O)N1N=C2CC(C)(C)OCC2C1c1ccccc1 (stereo unspecified),9,-4,-6,/,-1,-6,1.9,-1.1,4,27
COc1ccc(-c2nc3c4ccccc4ccn3c2CN2CCCCC2)cc1OC,/,3,-2,-1,-5,-3,-1.8,-2.5,3,11
COc1ccc(NC(=O)CN2C(=O)c3ccccc3S2(=O)=O)cc1S(=O)(=O)N1CCOCC1,14,7,-1,-3,-1,2,-0.2,-3.4,-10,14
COc1ccc(Nc2nc(-c3ccccc3O)nc3ccccc23)cc1,-52,-6,0,-3,0,0,-1.0,/,-1,-3
O=C(NC1CCCC1)C(c1ccncc1)N(C(=O)Cc1cccs1)c1cccc(F)c1 (stereo unspecified),/,-3,0,-2,-46,-2,-2.0,-0.8,3,-6
COc1ccc(NC(=O)c2sc(=S)[nH]c2N)cc1,-4,0,0,-6,1,0,0.0,-2.1,-7,8
Cc1oc(-c2ccccc2Cl)nc1CN1CCCC1c1ccc(F)cc1 (stereo unspecified),-23,-8,-20,-2,-2,3,-1.3,-2.6,-12,/
CCOC(=O)c1c(NC(=O)C2COc3ccccc3O2)sc2c1CC(C)(C)NC2(C)C (stereo unspecified),48,-7,-3,-5,7,-7,0.5,-1.5,4,1
CCCCCc1ccc(-c2cn(CCCOCc3ccccc3)nn2)cc1,-7,-4,-14,-4,-1,-1,-1.7,0.2,0,-17
Fc1ccc(N/N=C/c2ccncc2)c(F)c1,16,0,0,1,2,-1,1.7,0.9,-3,-1
COc1ccc(-c2oc3ccc(-c4ccc(OC)nc4)cc3c2C#CC2(O)CCCCC2)cc1,-85,-2,-9,-2,-6,-3,-1.0,-3.2,-19,-9
Cc1ccc([N+](=O)[O-])cc1N=C1C(=O)Nc2ccccc21,-17,-2,1,-5,-2,-2,0.9,-0.9,-4,-2
CC(C)(C)c1ccc(OCC(=O)N/N=C/c2ccc(N3CCOCC3)cc2)cc1,-14,-3,8,-5,-8,0,-1.0,-0.4,2,7
Cc1cc(C)nc(N2CCCC(C(=O)Nc3cc(F)ccc3C)C2)n1 (stereo unspecified),0,-4,-7,-3,-2,-1,1.0,-3.1,6,-3
CC(=O)c1ccc(-n2nncc2C(C)(C)C)cc1,-21,0,4,-1,1,-1,-0.9,-0.1,-7,0
CC[C@@]12C(=O)N(c3ccc(OC)cc3)C(=O)N1[C@H](c1ccc(Cl)cc1)[C@@H]1C(=O)N(C3CCCCC3)C(=O)[C@@H]12,-10,-1,0,-3,-16,0,-0.1,-0.5,3,7
Cc1cc(C)n(C(=O)c2cc3c(s2)CCCC3)n1,-18,-2,-17,-2,-1,-7,-0.9,-0.6,5,1
CCOc1ccc(CC(=O)NCc2ccc3c(c2)cc(C)n3C)cc1,1,-1,0,/,-6,-1,-0.5,0.0,13,9
CCNC(=O)n1nccc1C(C)Oc1cccc(C(F)(F)F)c1 (stereo unspecified),-5,3,-3,1,-3,2,0.3,-0.4,-10,1
CN(c1ncc(C(F)(F)F)cc1Cl)n1cc(C(=O)O)c2ccccc2c1=O,23,-1,-2,-3,-9,1,-1.3,-0.3,-14,8
C/C(=N\NC(=O)c1ccn(C)n1)c1cccc(NC(=O)c2ccncc2)c1,23,-4,2,0,4,1,2.9,-0.4,-6,1
COc1ccc(-c2ccc(S(=O)(=O)NCC3CCCO3)cc2)cc1 (stereo unspecified),13,7,2,-1,-10,3,1.7,-0.8,5,-3
O=C(O)c1cccc(NC(=O)c2cccc(S(=O)(=O)Nc3cccc([N+](=O)[O-])c3)c2)c1,22,-1,3,96*,0,1,2.9,-2.0,-9,0
COc1ccc(C2c3c(ncn(Cc4ccco4)c3=N)Oc3ccc4ccccc4c32)cc1 (stereo unspecified),-11,1,1,-4,-9,0,0.6,-2.0,-6,-1
SMILES,SR-BI uptake up,Keap1 Nrf2 FP,DAGLB inhibitor,CAL PDZ FP-1,RTF Ca sens inh,RTF Ca sens act,LANA DNA inh,CAL PDZ FP-2,PKA-R2B activ,Rtt109 HAT inh
C=CCn1c(NC(=O)c2ccccc2Cl)c(C#N)c2nc3ccccc3nc21,-31,-12,1,0,-9,1,3.7,-0.1,-1,-3
CCOC(=O)c1sc(N)nc1C(C)C,14,1,2,/,-6,1,-0.9,-0.1,0,-1
CC(OC(=O)CCc1nc2ccccc2c(=O)[nH]1)C(=O)NCc1ccc2c(c1)OCO2 (stereo unspecified),9,-3,0,-3,2,-1,1.0,-0.5,-15,5
CCOC(=O)Cc1cnc(N)s1,/,0,0,1,-4,2,-2.2,-0.1,-3,-18
CC(C)Cn1c(N)c(C(=O)CSc2ncn[nH]2)c(=O)n(C)c1=O,24,-2,1,/,-14,-1,-1.4,0.5,-7,-4
C=CCc1cccc(CNc2nc3ccccc3n2C)c1O,-7,0,-4,-5,-6,2,0.1,3.0,-7,9
COc1ccccc1/C=C/C(=O)Nc1cccc(S(=O)(=O)NC2=NCCCCC2)c1,-72,-6,-3,-6,1,-4,-0.1,/,8,0
O=C(NC1CCCCNC1=O)c1ccco1 (stereo unspecified),11,6,-2,-3,-4,12,0.7,2.0,1,9
Cc1ccc(C(F)(F)F)cc1NC(N)=S,-77,1,-1,-1,9,-4,-1.1,-2.0,-15,4
Cn1c(CNC(=O)c2ccc(Cl)c(Cl)c2)nnc1SCC(=O)Nc1sc2c(c1C#N)CCCC2,-51,-1,0,-1,-2,0,-0.3,-0.8,-7,-2
CC(/C=C/c1ccc(OCc2ccccc2)cc1)=N\O,-16,4,0,1,-8,1,1.6,0.2,-8,-1
O=C(c1ccc(Cn2cc([N+](=O)[O-])cn2)o1)N1CCCC1,11,1,2,-3,-9,4,0.6,-3.3,2,-2
CCCCCC(=O)N1CCN(CCN=CC2=C(O)CC(c3ccc(OC)c(OC)c3)CC2=O)CC1 (stereo unspecified),-19&-59,1&-2,2&2,3&-3,-2&-21,1&-3,2.3&-2.1,-1.3&-0.8,-1&-17,-2&1
O=C(NCCC1=CCCCC1)C1CCN(S(=O)(=O)N2CCCC2)CC1,14,1,0,/,-12,-3,0.3,-1.0,-8,7
COc1cc2cc(CN(CCN3CCOCC3)C(=O)Nc3ccc(F)cc3)c(=O)[nH]c2cc1OC,22,-4,3,-4,7,1,-0.6,-2.4,-2,-69
Cc1cc([N+](=O)[O-])nn1CC(=O)NCCCN1CCOCC1,10,-2,1,0,-10,5,1.2,-0.6,3,-3
COCCNC(=O)C(C)Oc1ccc(Cl)cc1Cl (stereo unspecified),-4,-2,-1,-2,-5,6,0.8,/,13,-11
CCC(C)[C@H]1CN=C(N)N1CCc1cc(C(F)(F)F)cc(C(F)(F)F)c1 (stereo partly specified),10,-4,2,-3,-12,4,1.0,-2.7,7,9
COc1ccc(NC(=O)COCC(=O)Nc2ccc(C)cc2)cc1,-14,5,-6,0,-1,-1,2.4,-0.8,-3,20
O=C1CC(c2ccc(Cl)cc2)n2nc(NS(=O)(=O)c3ccc(F)cc3)nc2N1 (stereo unspecified),34,1,3,-3,-12,2,0.1,-0.5,1,-8
O=[N+]([O-])c1cccnc1Oc1ccc(OCc2ccccc2)cc1,11,-5,-8,1,-9,-3,0.6,-0.5,-7,-5
CCCCS(=O)c1snnc1C (stereo unspecified),-17,1,0,1,-7,2,1.0,0.2,4,0
Cc1ccccc1CN1CCN(C(=O)c2cccc(F)c2)CC1,0,2,-2,15,-3,1,-0.6,-2.1,7,1
O=C1CC(c2cccc(Cl)c2)CC(O)=C1C=NCCCO (stereo unspecified),-5,-5,-4,-1,4,-1,1.2,-0.3,-8,-1
O=C(Cc1ccc(Br)cc1)N1CCN(C(=O)c2ccco2)CC1,/,-1,0,-5,0,-2,2.2,-4.1,1,6
SMILES,SR-BI uptake up,Keap1 Nrf2 FP,DAGLB inhibitor,CAL PDZ FP-1,RTF Ca sens inh,RTF Ca sens act,LANA DNA inh,CAL PDZ FP-2,PKA-R2B activ,Rtt109 HAT inh
COc1ccc(NC(=O)c2oc3ccccc3c2NC(=O)COc2ccccc2OC)c(OC)c1,23,-5,-1,/,4,-2,0.3,-0.8,2,3
O=C(CSc1nnc(-c2ccccc2F)o1)OCc1ccccc1,-2,-1,-11,-4,-4,-2,0.2,0.0,-7,-4
O=C(O)c1[nH]nc2c1COc1ccccc1-2,23,-2,1,-10,-2,-1,-2.1,0.4,0,-1
CC1CCN(C(=O)c2ccc(S(=O)(=O)NCc3ccco3)cc2)CC1,-26,1,2,-5,-7,-9,0.8,-0.4,-7,-26
COc1ccc(-n2c(Cc3cccn3C)nnc2SCC(=O)Nc2nccs2)cc1,21,-10,2,0,6,5,0.1,0.2,-12,-2
Cc1cc(OCc2nn[nH]n2)c2c(C)c(CC(=O)O)c(=O)oc2c1,0,1,-1,6,10,10,-1.6,0.3,2,5
CCOc1ccc(CCNC(=O)COC(=O)c2ccccc2O)cc1OCC,-11,-2,-1,/,0,-2,-2.9,-0.4,-6,-3
O=C(NC1CCCC1)C(c1cccnc1)N(C(=O)c1csnn1)c1ccc(F)cc1 (stereo unspecified),-6,-4,1,-2,-18,-2,-0.1,-0.2,-2,-4
COc1ccc(CCN(C(=O)/C=C/C(=O)O)C2CC(=O)N(c3ccccc3)C2=O)cc1 (stereo unspecified),0,0,/,8,/,/,-1.3,-0.1,/,21
CCC1=C(OC(=O)N(CC)CC)N2C(=O)OC(=NCCc3c[nH]c4ccccc34)[C@]2(Cc2ccccc2)[C@H]2C1=CC[C@H]1C(=O)N(c3ccccc3)C(=O)[C@H]12,1,-2,-6,-1,-4,-6,0.2,0.0,-15,2
CN(CC(=O)NC1CCCCCC1)S(=O)(=O)c1ccc(Br)cc1,1,-6,1,-2,-4,-1,-0.3,-2.1,-8,12
Cc1nc(C)c(CCNC(=O)c2ccccc2)s1,-10,0,-2,-4,2,11,0.1,0.1,-5,2
Cc1nc(NCCc2ccccc2)sc1C(=O)N(C)C,/,-3,1,-2,-18,5,2.0,-3.7,-11,-5
COCCCNC(=O)c1cc2c(=O)n3cccc(C)c3nc2n(C(C)C)c1=N,4,-4,-2,1,3,8,0.0,/,-3,-5

# A stretch of the results above, for reference:
SMILES,SR-BI uptake up,Keap1 Nrf2 FP,DAGLB inhibitor,CAL PDZ FP-1,RTF Ca sens inh,RTF Ca sens act,LANA DNA inh,CAL PDZ FP-2,PKA-R2B activ,Rtt109 HAT inh
Cc1nc(NCCc2ccccc2)sc1C(=O)N(C)C,/,-3,1,-2,-18,5,2.0,-3.7,-11,-5
COCCCNC(=O)c1cc2c(=O)n3cccc(C)c3nc2n(C(C)C)c1=N,4,-4,-2,1,3,8,0.0,/,-3,-5
